APOBEC3A inh = inhibitors of human APOBEC3A DNA deaminase | P31941 | inhibition, % at 20 µM | 330,000 tested, 0.41% active | recombinant A3A, FAM/TAMRA ssDNA deamination fluorescence;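 active = at least 40% inhibition at 20 µM here, with at most 30% in a related deaminase screen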;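 note: plate controls were A3A with DMSO for no effect and wells lacking A3A enzyme for full effect; some results filed as inactive read as strong as hits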
Target sequence (P31941 whole entry, looked up): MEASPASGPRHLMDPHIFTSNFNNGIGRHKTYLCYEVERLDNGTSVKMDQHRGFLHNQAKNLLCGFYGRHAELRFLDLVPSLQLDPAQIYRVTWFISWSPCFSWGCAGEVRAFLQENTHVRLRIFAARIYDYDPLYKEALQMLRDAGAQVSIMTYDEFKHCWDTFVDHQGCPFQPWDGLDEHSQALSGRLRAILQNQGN
NALP3 yeast inh = blocks the NALP3 inflammasome reconstituted in yeast | Yeast reconstituted NLRP3/ASC/caspase-1, beta-gal luminescence, 24 h | inhibition, % at 10 µM | 330,000 tested, 0.39% active | AID 2825;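 active = inhibition of 50% or more; inactive = inhibition below 50%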;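 note: plate controls were induced DMSO wells for no effect and uninduced yeast grown without galactose for full effect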
APOBEC3G inh = inhibitors of human APOBEC3G DNA deaminase | recombinant A3G, ssDNA deamination FAM/TAMRA fluorescence | 330,000 tested, 0.28% active | inhibition, % at 20 µM | AID 493012;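 active = inhibition of at least 40% at 20 µM, with no more than 30% in the related APOBEC3A deaminase screen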;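 note: plate controls were DMSO wells with A3G for no effect and wells lacking A3G enzyme for full effect; some compounds called inactive have numbers as strong as hits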
Target sequence (Q9HC16 whole entry, looked up): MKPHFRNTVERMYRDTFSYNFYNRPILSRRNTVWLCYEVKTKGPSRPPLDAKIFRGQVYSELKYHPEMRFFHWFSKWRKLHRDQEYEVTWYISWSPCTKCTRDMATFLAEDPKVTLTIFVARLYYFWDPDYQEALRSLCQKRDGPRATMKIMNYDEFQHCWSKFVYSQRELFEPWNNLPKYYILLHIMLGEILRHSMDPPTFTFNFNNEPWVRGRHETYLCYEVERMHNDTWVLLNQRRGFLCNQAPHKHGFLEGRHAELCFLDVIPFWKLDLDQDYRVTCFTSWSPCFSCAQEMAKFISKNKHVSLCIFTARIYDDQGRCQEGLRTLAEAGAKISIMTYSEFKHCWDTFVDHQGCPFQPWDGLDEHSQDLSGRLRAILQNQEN
hIAP block = blocks human intestinal alkaline phosphatase; purified IAP, CDP-Star luminescence, 30 min; inhibition, % at 10 µM; 330,000 tested, 0.12% active;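 active = inhibition reaching a set limit with compound at 10 µM in the primary screen, cut at about 35% in these data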;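 note: plate controls were DMSO wells with enzyme for no effect and no-enzyme buffer wells for full effect; values of inactives mirror those of a sister screen read the other way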
Target sequence (P09923 whole entry, looked up): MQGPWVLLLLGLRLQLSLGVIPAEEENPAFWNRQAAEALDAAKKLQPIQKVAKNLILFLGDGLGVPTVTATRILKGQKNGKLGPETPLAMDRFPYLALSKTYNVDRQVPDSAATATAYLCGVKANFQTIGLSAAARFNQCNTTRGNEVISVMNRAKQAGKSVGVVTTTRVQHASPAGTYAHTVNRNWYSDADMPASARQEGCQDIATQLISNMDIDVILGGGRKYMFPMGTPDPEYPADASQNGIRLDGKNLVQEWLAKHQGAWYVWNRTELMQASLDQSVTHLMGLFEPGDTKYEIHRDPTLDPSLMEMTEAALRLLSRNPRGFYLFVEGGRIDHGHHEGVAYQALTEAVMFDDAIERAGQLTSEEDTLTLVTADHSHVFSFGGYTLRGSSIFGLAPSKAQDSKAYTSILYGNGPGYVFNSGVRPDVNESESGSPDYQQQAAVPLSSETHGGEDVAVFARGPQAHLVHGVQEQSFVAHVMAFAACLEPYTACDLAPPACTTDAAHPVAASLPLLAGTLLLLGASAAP
mIAP inh = mouse IAP inhibition. purified mouse IAP, CDP-Star luminescence, 30 min. inhibition, % at 10 µM. 330,000 tested, 0.2% active. AID 2806;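 active = inhibition of at least 40% at 10 µM in the primary screen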;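 note: plate controls were DMSO with enzyme for no effect and no enzyme wells for full effect; values of inactives mirror those of a sister screen read the other way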
mIAP act = increases mouse intestinal alkaline phosphatase activity | muIAP, CDP-Star luminescence, 30 min; stronger effect = higher value; 1 = vehicle-only enzyme signal, 0 = enzyme-free wells | activation factor at 10 µM | 330,000 tested, 0.24% active | AID 2805;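 active = activation factor of at least 2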; note: the source names both 10 and 20 µM as test concentration; values of inactives mirror those of a sister screen read the other way
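Assay system: mouse IAP enzyme; reagent: chemiluminescent substrate CDP-Star; dosing: test compounds delivered from DMSO solution; schedule: 30 min at room temperature; measured by: luminescence from enzymatic CDP-Star hydrolysis; controls: DMSO-only wells and no-enzyme negative control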
tim10-1 inh = inhibits growth of tim10-1 mutant yeast | S. cerevisiae tim10-1 ts strain growth, BacTiter-Glo, 24 h | inhibition, % at 20 µM | 330,000 tested, 2.2% active | AID 463190;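 active = inhibition of at least 40%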;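 note: mutant grown at 25 °C; 0% = DMSO wells with yeast and 100% = wells holding no yeast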
TIM10 inh = TIM10 yeast growth inhibition. S. cerevisiae TIM10 strain growth, BacTiter-Glo luminescence, 24 h. inhibition, % at 10 µM. 330,000 tested, 1.4% active;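 active = inhibition of 40% or more at the single tested concentration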;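 note: wild-type TIM10 isogenic control strain grown at permissive 25 °C; 0% = DMSO yeast wells and 100% = minimal medium wells without yeast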
beta cell repl = inducers of beta-cell replication in MIN6 cells | MIN6 cells proliferation, ATPlite luminescence, 48 h; cells starved in 0.2% serum; 100% = growth in 10% serum | proliferation, % at 10 µM | 330,000 tested, 0.29% active | AID 2380;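 active = compounds whose signal lies at least 3.5 SD above the mean of all wells on their plate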;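 note: 0% = DMSO-treated cells in low-serum medium and 100% = 10% serum control; some compounds called inactive have numbers as strong as hits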
* hit, by the source's call; . = no result given. No enrichment for hits; overall some 4.6% were active at least once.

Screens by letter: A = APOBEC3A inh; B = NALP3 yeast inh; C = APOBEC3G inh; D = hIAP block; E = mIAP inh; F = mIAP act; G = tim10-1 inh; H = TIM10 inh; I = beta cell repl
canonical_smiles: O=C(Nc1cccc(-c2cccc(F)c2)c1)C1CCN(Cc2ccc(CO)o2)CC1
  A: 2	B: 1	C: 2	D: -2	E: -107	F: 2.1*	G: 0	H: 4	I: -1
canonical_smiles: COc1ccc(C(=O)CSc2nc(C)cc(=O)[nH]2)cc1C
  A: -4	B: 12	C: -7	D: 9	E: 7	F: 0.93	G: 2	H: 1	I: -3
canonical_smiles: C#CCOc1ccc(/C=C2\SC(=S)N(Cc3cccnc3)C2=O)cc1
  A: 4	B: 22	C: -5	D: 12	E: 6	F: 0.94	G: 3	H: -19	I: 0
canonical_smiles: CCOC(=O)Nc1ccc(C)cc1C
  A: -3	B: -2	C: -6	D: 1	E: 7	F: 0.93	G: 6	H: -1	I: -1
canonical_smiles: CCN(Cc1ccccc1)C(=O)CN1C(=O)NC2(CC(C)CC(C)(C)C2)C1=O (stereo not drawn)
  A: -5	B: -5	C: -3	D: -16	E: 9	F: 0.91	G: 9	H: 8	I: -4
canonical_smiles: O=C(c1ccc(F)cc1)c1cc2ccc(O)cc2oc1=O
  A: -5	B: 10	C: -14	D: 17	E: 4	F: 0.96	G: 30	H: 25	I: 2
canonical_smiles: COc1nc(N)nc(N2CCOCC2)n1
  A: -3	B: 3	C: -6	D: 18	E: -3	F: 1	G: 1	H: 8	I: 4
canonical_smiles: NC(=O)CSc1nnnn1-c1ccc(OC(F)(F)F)cc1
  A: -3	B: 0	C: -7	D: 10	E: 6	F: 0.94	G: 3	H: -2	I: -2
canonical_smiles: COc1ccc(CNS(=O)(=O)c2ccc(C3CNC(=O)C3)cc2)cc1 (stereo not drawn)
  A: -2	B: -1	C: -1	D: -3	E: 17	F: 0.83	G: 7	H: 1	I: 2
canonical_smiles: CC(=O)c1ccc(N2CCN(C(=O)/C=C/c3cccs3)CC2)cc1
  A: -5	B: 42	C: -8	D: 12	E: 10	F: 0.9	G: 7	H: 14	I: -2
canonical_smiles: Cn1[nH]c(-c2ccccc2)c(/C=N/O)c1=O
  A: -2	B: 4	C: -10	D: -7	E: 2	F: 0.98	G: -25	H: -13	I: -1
canonical_smiles: COc1ccc(NC(=O)c2ccccc2)cc1
  A: 2	B: 31	C: -2	D: 0	E: -6	F: 1.1	G: -14	H: 4	I: -4
canonical_smiles: Fc1ccc(CCNC(=S)Nc2ccc(F)cc2)cc1
  A: -7	B: 2	C: -5	D: -4	E: -34	F: 1.3	G: 21	H: 17	I: -4
canonical_smiles: O=C(CSc1cc(Cl)ccc1Cl)NCCN1C(=O)CSC1=O
  A: -1	B: 16	C: -2	D: -10	E: 4	F: 0.96	G: 6	H: -5	I: -2
canonical_smiles: Cc1ccc(/C=N\NC(=O)c2cc(OCC(F)(F)F)ccc2OCC(F)(F)F)cc1
  A: -5	B: 14	C: -5	D: -7	E: 2	F: 0.98	G: 3	H: 2	I: 1
canonical_smiles: COC(C(=O)N/N=C(\C)c1ccc(C(C)(C)C)cc1)c1ccccc1 (stereo not drawn)
  A: -2	B: 10	C: -2	D: -5	E: 5	F: 0.95	G: 6	H: 13	I: -2
canonical_smiles: O=C(NCc1cccs1)c1ccccc1F
  A: 1	B: 2	C: -1	D: -18	E: 0	F: 0.99	G: -5	H: -18	I: -3
canonical_smiles: CC1(C)CC(=O)C=C(Nc2cccc(C(F)(F)F)c2)C1
  A: -1	B: 6	C: -1	D: -10	E: -7	F: 1.1	G: -2	H: 9	I: -1
canonical_smiles: CC(C)(C)c1nc(SCC(=O)NCc2cccs2)c2ccccc2n1
  A: -4	B: 18	C: -12	D: -2	E: 7	F: 0.93	G: -2	H: 6	I: 3
canonical_smiles: CSc1ccc(CN(C)CC(=O)NCc2ccccc2)cc1
  A: 1	B: 11	C: -12	D: -1	E: 0	F: 1	G: 11	H: 16	I: 1
canonical_smiles: O=C(CN1CCN(c2ccccc2F)CC1)NC(=O)NCc1ccccc1
  A: 0	B: 22	C: -6	D: 4	E: 5	F: 0.95	G: 9	H: 11	I: -1
canonical_smiles: COc1ccccc1-c1cc(C(F)(F)F)nc(S(=O)(=O)CCCC(=O)N2CCOCC2)n1
  A: 3	B: 13	C: 0	D: -68	E: -1	F: 1	G: 40*	H: 30	I: -4
canonical_smiles: CCOC(=O)c1sc2nc(CSc3ccccc3)[nH]c(=O)c2c1C
  A: 4	B: 13	C: -6	D: -3	E: 8	F: 0.93	G: 27	H: 18	I: -1
canonical_smiles: O=C(CN1C(=O)c2ccc([N+](=O)[O-])cc2C1=O)NCc1ccco1
  A: -5	B: -15	C: -14	D: 5	E: -3	F: 1	G: -20	H: 1	I: -1
canonical_smiles: C=CCn1cn[nH]c1=S
  A: 0	B: 13	C: -2	D: -14	E: -8	F: 1.1	G: 3	H: -4	I: -2

3 compounds picked at random from the list so far:
Screens by letter: A = APOBEC3A inh; B = NALP3 yeast inh; C = APOBEC3G inh; D = hIAP block; E = mIAP inh; F = mIAP act; G = tim10-1 inh; H = TIM10 inh; I = beta cell repl
canonical_smiles: O=C(NCc1cccs1)c1ccccc1F
  A: 1	B: 2	C: -1	D: -18	E: 0	F: 0.99	G: -5	H: -18	I: -3
canonical_smiles: COc1ccc(CNS(=O)(=O)c2ccc(C3CNC(=O)C3)cc2)cc1 (stereo not drawn)
  A: -2	B: -1	C: -1	D: -3	E: 17	F: 0.83	G: 7	H: 1	I: 2
canonical_smiles: C=CCn1cn[nH]c1=S
  A: 0	B: 13	C: -2	D: -14	E: -8	F: 1.1	G: 3	H: -4	I: -2

(listing goes on)
Screens by letter: A = APOBEC3A inh; B = NALP3 yeast inh; C = APOBEC3G inh; D = hIAP block; E = mIAP inh; F = mIAP act; G = tim10-1 inh; H = TIM10 inh; I = beta cell repl
canonical_smiles: O=C1NCCN(Cc2ccoc2)C1CC(=O)N(Cc1ccccc1)CC1CCC1 (stereo not drawn)
  A: -7	B: -14	C: -8	D: -9	E: -6	F: 1.1	G: 6	H: -14	I: 1
canonical_smiles: O=C(N1CCOCC1)N(Cc1cccs1)C1CCCC1
  A: 2	B: 0	C: -3	D: -3	E: 4	F: 0.96	G: -1	H: 5	I: -3
canonical_smiles: Brc1ccc(CNCCCSc2ncccn2)cc1
  A: -2	B: 1	C: -3	D: -8	E: 1	F: 0.99	G: 4	H: -7	I: 1
canonical_smiles: COc1ccc(/C=C2\C(=O)NCC(=O)N2Cc2ccccc2)cc1
  A: -2	B: 7	C: -4	D: 11	E: 5	F: 0.95	G: 1	H: 9	I: -2
canonical_smiles: COc1ccc(-c2[nH]ncc2CN(C)Cc2cc(C)[nH]n2)c(F)c1
  A: -3	B: 14	C: -6	D: -31	E: -8	F: 1.1	G: -5	H: -6	I: 4
canonical_smiles: COc1cccc(NC(=O)Cn2c(CCC(=O)O)ccc2-c2ccccc2)c1
  A: -2	B: 14	C: -1	D: 2	E: 4	F: 0.96	G: -3	H: 1	I: -3
canonical_smiles: CCOC(=O)c1c(-c2ccc(C)o2)csc1NC(=O)CSc1nnc(C)s1
  A: -5	B: 25	C: -2	D: -14	E: 8	F: 0.92	G: 4	H: -12	I: -4
canonical_smiles: CC(=O)Nc1ccc(S(=O)(=O)N(C)CC(=O)OCC(=O)N2CCN(C(=O)c3ccco3)CC2)cc1
  A: 16	B: 9	C: 2	D: 7	E: 5	F: 0.95	G: -2	H: 1	I: -3
canonical_smiles: O=c1c(/C=N/O)coc2ccc(Cl)cc12
  A: -5	B: 5	C: -12	D: 54*	E: -1	F: 1	G: -49	H: -4	I: -1
canonical_smiles: CCOC(=O)c1csc(NC(=O)c2ccc(OC)c(OC)c2)n1
  A: -6	B: -3	C: -9	D: 1	E: 7	F: 0.93	G: 21	H: 16	I: -3
canonical_smiles: CC(C)CCOc1ccc(C(=O)C[N+]2(C)CCOCC2)cc1
  A: 83*	B: 15	C: 17	D: -3	E: -1	F: 1	G: 1	H: -15	I: -1
canonical_smiles: O=C(NCc1ccco1)c1cc2nc(-c3cccs3)cc(C(F)(F)F)n2n1
  A: 0	B: 5	C: -7	D: 5	E: -2	F: 1	G: 43*	H: 14	I: 7.8*
canonical_smiles: Cc1ccccc1NC(=O)c1cccc(S(=O)(=O)Nc2cccc(C(=O)O)c2)c1
  A: -4	B: 9	C: 0	D: -25	E: -6	F: 1.1	G: 4	H: -1	I: 1
canonical_smiles: COc1ccc(N2C(=O)CC(N3CCN(c4ccc(S(C)(=O)=O)cc4)CC3)C2=O)cc1 (stereo not drawn)
  A: 3	B: 4	C: -4	D: -2	E: 4	F: 0.96	G: 15	H: 1	I: -1
canonical_smiles: COc1cc(OC)c(S(=O)(=O)Nc2ccccc2C(=O)O)cc1S(=O)(=O)Nc1ccccc1C(=O)O
  A: -3	B: 8	C: -7	D: -31	E: 4	F: 0.96	G: -9	H: -9	I: -1
canonical_smiles: N#Cc1c(C(F)(F)F)cc(-c2cccs2)nc1SCC(=O)O
  A: 0	B: 4	C: -2	D: 6	E: 1	F: 0.99	G: 6	H: -8	I: -2
canonical_smiles: O=C(COC(=O)COc1ccccc1)NC1CCCC1
  A: -4	B: 11	C: -2	D: -6	E: 0	F: 1	G: 6	H: 6	I: -7
canonical_smiles: CC(=O)Nc1ccc(NC(=O)CN(c2ccc(F)cc2)S(=O)(=O)c2ccc3c(c2)OCCO3)cc1
  A: -1	B: -3	C: -1	D: -18	E: -23	F: 1.2	G: 3	H: -6	I: 1
canonical_smiles: CC[C@]12c3[nH]c4cc(-c5ccco5)ccc4c3CCN1C(=O)[C@@H](CC(=O)NCCN1CCOCC1)C[C@@H]2C(=O)N1CCN(C(=O)c2ccco2)CC1
  A: 1	B: .	C: 2	D: .	E: -13	F: 1.1	G: -1	H: -3	I: .
canonical_smiles: Cc1ccc(S(=O)(=O)N2[C@@H](c3ccc(C(C)(C)C)cc3)C(C(=O)O)=CC[C@H]2c2cccc(Cl)c2)cc1
  A: -4	B: -7	C: -6	D: -13	E: 2	F: 0.98	G: 19	H: 20	I: -5
canonical_smiles: CCN1CCN(c2ccc(S(=O)(=O)N3CCCCC3)cc2NC(=O)c2ccc([N+](=O)[O-])s2)CC1
  A: 34	B: 30	C: 0	D: 4	E: 9	F: 0.91	G: 3	H: 0	I: -6
canonical_smiles: Cc1c(C(N)=O)sc2nc(-c3ccccc3)cn12
  A: -2	B: 9	C: -3	D: 8	E: 4	F: 0.95	G: -2	H: -1	I: 0
canonical_smiles: O=C(COc1ccc(Cl)cc1Cl)N(Cc1ccco1)C1CCS(=O)(=O)C1 (stereo not drawn)
  A: 2	B: 5	C: 3	D: -24	E: 9	F: 0.91	G: 16	H: 7	I: -2
canonical_smiles: COc1ccc(CNC(=O)c2nc(S(=O)(=O)Cc3ccccc3)ncc2Cl)cc1
  A: -1	B: -8	C: -1	D: -2	E: 1	F: 0.99	G: 59*	H: 29	I: -7
canonical_smiles: CCCc1[nH]n(-c2nc3ccccc3s2)c(=O)c1C=NCCCN(CC)CC
  A: 1	B: 0	C: -5	D: -3	E: 3	F: 0.97	G: 11	H: -15	I: 0
canonical_smiles: COCCN(CC(=O)NCc1ccccc1)C(=O)CCC(=O)Nc1nccs1
  A: -4	B: 15	C: -5	D: -11	E: -9	F: 1.1	G: -1	H: -10	I: -1
canonical_smiles: COc1ccc(-c2nnc(SCC(=O)NCCc3ccc(S(N)(=O)=O)cc3)o2)cc1OC
  A: -3	B: 8	C: -8	D: -32	E: 2	F: 0.98	G: -9	H: -26	I: -1

Compound activity deposited in PubChem by Sanford-Burnham Center for Chemical Genomics.
